Tb PYK inh = blocks Trypanosoma brucei pyruvate kinase; Potency, µM (series often up to 76.8 µM), for the others: top-dose activity, negative = inhibition, actives largely listed as inhibitors; AID 624173; 0.12% of 410,000 active; TbPYK enzyme, Kinase-Glo Plus ATP luminescence, 45 min; Q57TT1; active means well fitted inhibition curve with a large enough effect; inconclusive means small, poorly fitted or top-dose-only effect; further: nearly all actives have a fitted effect of over 50% in size
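Enzyme and substrate buffer are dispensed first and compound is pin-transferred. ADP at 130 uM final then starts the reaction, which runs 45 min at room temperature. Detection reagent is added for 10 min before luminescence is imaged.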
* = called active by the depositor; ? = inconclusive; [ ] = dose if it differs, or a comment. On the % scale 0 is the no-effect control and ±100 the full control effect; potency means the concentration at half of the fitted maximal effect.

SMILES | Tb PYK inh
N#Cc1cccc(NC(=O)N2CCCC3(CCN(C(=O)c4ccco4)CC3)C2)c1 | 4%
COc1ccc(C2=Nc3ccccc3N(CC(=O)Nc3cccc(C(C)=O)c3)C(=O)C2)cc1 | 4%
COc1ccc(CNC(=O)CCc2cn(Cc3cc(C)ccc3C)c3ccccc23)cc1OC | 1%
COCCNC(=O)C1(C)CCCN(Cc2noc(-c3ccccc3OC)n2)C1 (stereo unspecified) | 2%
CSc1ccc(CN2CCC(C)(Oc3cnc(Cl)c4ccccc34)C2)cc1 (stereo unspecified) | 1%
CC(C)CN1CC[C@@]2(CCCN(C(=O)c3ccco3)C2)C1 | -3%
O=C(Cn1c(=O)c2cccn2c2ccc(F)cc21)N1CCN(c2ccccc2F)CC1 | -2%
O=[N+]([O-])c1cc(-c2nc(-c3ccccc3)no2)ccc1N1CCN(c2ccccc2)CC1 | -4%
O=C(c1cccs1)N1C[C@H](O)[C@@H](n2cc(-c3ccc(F)cc3)nn2)C[C@@H]1c1ccccc1 | -1%
CC1=C(C(=O)Nc2cccc(F)c2)C2(CCCCCC2)OC1=O | -9%[15.4 µM]
CCOCCCNC(=O)C(NC(=O)C1CCC(C)CC1)C(C)C (stereo unspecified) | 1%
CC(=O)NCCNc1nc2cc(-c3ccccc3CO)sc2c(=O)n1C | -5%
COCCNC(=O)C1CCCN(C(=O)c2cc(-c3cccs3)oc2C)CC1 (stereo unspecified) | -10%
COc1ccc(NC(=O)c2c(C)oc3ccc(O)c(CN4CCCC(C)C4)c23)cc1Cl (stereo unspecified) | -8%
Cc1ccc(NC(=O)COC(=O)Cc2c[nH]c3ccccc23)cc1 | 0%
C[C@H]1CN([C@@H](C)CO)C(=O)CCCn2cc(nn2)CO[C@@H]1CN(C)C(=O)Nc1ccccc1F | 11%
COc1cccc(CNC(=O)CCNS(=O)(=O)c2ccc3c(c2)CCCC(=O)N3)c1 | 1%
N#Cc1cccc(NC(=O)N2CCCC3(CCN(C(=O)c4cc(C(F)(F)F)cc(C(F)(F)F)c4)CC3)C2)c1 | 1%
O=C1c2ccccc2C(c2nnnn2Cc2ccccc2)N1CCc1ccccc1F (stereo unspecified) | -4%
CC(C)NC(=O)C1(C)CCCCN1Cc1cccc(C(F)(F)F)c1 (stereo unspecified) | 2%
CCCCC(=O)N(C)c1c(CC)nc2c(OCCC)cccn12 | -3%
O=C(Nc1ccc(F)cc1)[C@@H](c1ccccc1)N1Cc2ccccc2C1=O | -1%
CNC(=O)C[C@H]1C(=O)N(c2ccc(OC)cc2)C[C@@H]1Cc1ccccc1 | 7%
COc1ccc(OC)c(NC(=O)/C=C/c2ccc(C)o2)c1 | ?
CCCCOc1ccc(C(=O)NCCc2sc(-c3ccc(OC)c(OC)c3)nc2C)cc1 | 1%
NC(=O)c1cc(S(=O)(=O)N2CCN(c3ccc(F)cc3)CC2)cs1 | -1%
COCCNC(=O)C1CCCN(C(=O)COc2ccc(C(C)(C)C)cc2)CC1 (stereo unspecified) | -12%
COc1ccc(Cl)c(-c2cc(C(=O)Nc3ccccc3)[nH]n2)c1 | 4%
CCCCN(C)CCCNC(=O)c1cc(=O)[nH]c2ccc(S(=O)(=O)N3CCCCC3)cc12 | -5%
Cn1c(=O)c2c(n3ncnc13)NC(=O)CC2c1cccc(F)c1 (stereo unspecified) | -3%
COc1ccc(OC)c(CNC(=O)C2CCCN(c3ncnc4onc(-c5ccc(F)cc5)c34)C2)c1 (stereo unspecified) | 2%
COc1ccccc1N(CC(=O)N1CCN(Cc2ccccc2)CC1)S(=O)(=O)c1ccccc1 | 3%
Cn1c(=O)c2cc(NC(=O)CCc3ccc(O)cc3)ccc2n1Cc1cccc(C(F)(F)F)c1 | -6%
CC(=O)c1cccc(-c2ccnc3c2CC(C(=O)NCc2ccc(N4CCN(C)CC4)cc2)O3)c1 (stereo unspecified) | 2%
COc1cccc(NC(=O)CN2C(=O)CC(c3ccco3)Sc3ccccc32)c1 (stereo unspecified) | -2%
Fc1ccc(-c2noc3ncnc(Nc4ccc(F)cc4F)c23)cc1 | 2%
CCc1ccc(NC(=O)N2CCN(c3nnc(C)c4c(C)n(-c5ccc(Cl)cc5)nc34)CC2)cc1 | -1%
COc1ccc(NC(=O)C(CC(C)C)NS(=O)(=O)c2ccc3c(c2)oc(=O)n3C)cc1Cl (stereo unspecified) | -6%
COc1ccccc1NC(=O)CSc1ccc(-c2sc(C)nc2C)nn1 | -4%
CCc1cccc(C)c1NS(=O)(=O)c1ccc2c(c1)CC(C)N2C(=O)C1CC1 (stereo unspecified) | 5%
Cc1sc2ncn(CC(=O)N(C)c3cccc(C(F)(F)F)c3)c(=O)c2c1S(=O)(=O)N1CCN(c2ncccn2)CC1 | -9%
COc1cccc(CNC(=O)C(=O)NCC(c2ccco2)S(=O)(=O)c2ccccc2)c1 (stereo unspecified) | 0%
COc1ccc(Br)cc1C1Sc2ccccc2NC2=C1C(=O)c1ccccc12 (stereo unspecified) | -14%
COc1cccc(CN2C(=O)C3(SCC(=O)N3c3ccc(F)cc3)c3ccccc32)c1 (stereo unspecified) | 9%
CC1(C(=O)NCc2ccco2)Cc2c(-c3ccc4c(c3)OCO4)ccnc2O1 (stereo unspecified) | 4%

Reprinted from the part before: four entries, then new ones.
SMILES | Tb PYK inh
COc1cccc(CNC(=O)C(=O)NCC(c2ccco2)S(=O)(=O)c2ccccc2)c1 (stereo unspecified) | 0%
COc1ccc(Br)cc1C1Sc2ccccc2NC2=C1C(=O)c1ccccc12 (stereo unspecified) | -14%
COc1cccc(CN2C(=O)C3(SCC(=O)N3c3ccc(F)cc3)c3ccccc32)c1 (stereo unspecified) | 9%
CC1(C(=O)NCc2ccco2)Cc2c(-c3ccc4c(c3)OCO4)ccnc2O1 (stereo unspecified) | 4%
CCOC(=O)[C@]12CCCC=C1N(Cc1ccc(Cl)cc1Cl)C(=O)[C@H](CC(=O)NCc1cccc3ccccc13)C2 | 6%
COc1ccccc1C1Nc2ccccc2-n2c(-c3ccccc3)c3c(=O)n(C)c(=O)n(C)c3c21 (stereo unspecified) | -2%
CCOC(=O)c1ccc(Oc2nc(C)nc3c2oc2ccccc23)cc1 | -4%
COc1ccc(N2CCN(C(=O)c3ccc(Nc4nc5ccccc5n5nnnc45)cc3)CC2)cc1 | -5%
O=C(NCCN1CCC(n2c(=O)[nH]c3ccccc32)CC1)c1ccccc1 | -14%
CCn1cc(S(=O)(=O)c2cccc(C)c2)c(=O)c2cc(F)c(N3CCN(c4ccccc4)CC3)cc21 | -4%
Cc1ccc(CNS(=O)(=O)c2ccc(Cl)s2)cc1 | -6%
CC1(C(=O)NCCC(F)(F)F)Cc2c(-c3cccc(C(N)=O)c3)ccnc2O1 (stereo unspecified) | ?
Cc1cccc(Nc2cc(C)nc3nc(Cc4ccc(Cl)cc4)nn23)c1 | 4%
Cc1cc(S(=O)(=O)C(CNC(=O)COc2ccccc2)c2cccs2)ccc1F (stereo unspecified) | 0%
O=C(CSc1nc(=O)n(Cc2ccco2)c2c1CCC2)NCc1ccc(F)cc1 | -6%
CCOC(=O)c1noc2nc(C)n(CC(=O)Nc3ccccc3F)c(=O)c12 | 1%
Cc1ccccc1-n1c(/C=C/c2c(C)n(C)c3ccccc23)nc2ccccc2c1=O | -2%
CC(=O)Nc1ccc(C(=O)Nc2ccc3c(c2)N(C2CCCC2)C(=O)c2ccccc2S3)cc1 | 0%
COc1ccc(S(=O)(=O)NC(=O)C2(C)CCN2C(=O)C2CCCCC2)cc1OC (stereo unspecified) | 0%

A second format for some results above.
molecule,Tb PYK inh
CC(=O)NCCNc1nc2cc(-c3ccccc3CO)sc2c(=O)n1C,-5%
COCCNC(=O)C1CCCN(C(=O)c2cc(-c3cccs3)oc2C)CC1 (stereo unspecified),-10%
COc1ccc(NC(=O)c2c(C)oc3ccc(O)c(CN4CCCC(C)C4)c23)cc1Cl (stereo unspecified),-8%

Next records:
SMILES | Tb PYK inh
CCOc1ccccc1NC(=O)CSc1c(C)cnc2c1c(=O)n(C)c(=O)n2C | 1%
COc1cccc(NC(=O)Cn2c(=O)n(Cc3ccco3)c(=O)c3cc(OC)c(OC)cc32)c1 | -1%
COc1ccc(NC(=O)CN2C(=O)CSc3ccc(S(=O)(=O)N(C)C)cc32)cc1Cl | -15%
COc1cccc(OC)c1C(=O)Nc1cccc(-c2cn3ccsc3n2)c1 | 3%
CCOC(=O)c1c(C)c(-c2ccccc2)n(CC(=O)NCc2cccc(OC)c2)c1C | 3%
COc1cccc(C(c2nnnn2Cc2ccccc2)N2CCC3(CC2)C(=O)NCN3c2ccccc2)c1OC (stereo unspecified) | -2%
COC(=O)C1(C(=O)OC)C/C=C\CN(S(=O)(=O)c2ccccc2[N+](=O)[O-])CC1 | 3%
CC1=C(C(=O)Nc2ccc(C)cc2C)C(c2ccccc2F)n2nc(SCC(=O)c3ccc(C)cc3)nc2N1 (stereo unspecified) | 3%
CCOC(=O)c1cc(OC(=O)c2cccc(F)c2)n(-c2ccccc2)n1 | 2%
Cc1ccc(CN2CCN(C3CCN(C(=O)OC(C)(C)C)CC3)C(=O)C2=O)cc1 | 0%
CC(NC(=O)c1ccc2nc(Cc3cccc(Cl)c3)oc2c1)c1ccncn1 (stereo unspecified) | -12%
CN1CCN(c2ccc3sc(-n4ccc5ccccc54)nc3c2)CC1 | 3%
CCCCn1nc(NC(=O)c2cccc(Cl)c2)c2cc3ccccc3nc21 | 0%
Cc1ccc(NC(=O)CSc2nnc(C)n3c2cc2sccc23)c(C)c1 | -4%
CCOc1ccc(S(=O)(=O)N2CCCC2)c2ccccc12 | 2%
COCCCn1c(=N)c(C(=O)NCc2ccco2)cc2c(=O)n3cccc(C)c3nc21 | -10%
Cn1cc(CN2CCC(C(=O)NC(c3ccc(F)cc3)c3ccc4ccccc4n3)CC2)c2ccccc21 (stereo unspecified) | 1%
Cc1cc(C)cc(NC(=O)CCCn2c(=O)c3cccn3c3ccccc32)c1 | -3%
CCOc1ccccc1NC(=O)CC(c1ccc(F)cc1)N1Cc2ccccc2C1=O (stereo unspecified) | -2%
O=C1c2[nH]nc(-c3ccccc3O)c2C(c2cccc(O)c2)N1Cc1ccncc1 (stereo unspecified) | 1%
COc1cc(NC(=O)CSc2nc3[nH]ncc3c(=O)n2-c2ccccc2)cc(OC)c1OC | 6%
Cc1ccc2c(c1)sc1nc(-c3cc4ccccc4oc3=O)cn12 | -7%
COc1cccc(-n2c(SCc3ccc(F)cc3)nc3c([nH]c4ccccc43)c2=O)c1 | 5%
COC(=O)c1ccc(NC(=O)CCn2cnnn2)c(C)c1 | 0%
O=C(Cn1ncc2c3ccccc3n(Cc3cccc(Cl)c3)c2c1=O)N1CCCCC1 | 7%
Cc1cc(NC(=O)CN2C(=O)C(C)(C)c3ccccc32)ccc1Br | 0%
C[C@@H]1c2ccccc2N2C[C@H](Cc3ccc(C(=O)c4ccccc4)cc3)C[C@@H]12 | 2%
CC1(C(=O)NS(=O)(=O)c2ccccc2Cl)CCN1C(=O)c1ccco1 (stereo unspecified) | 4%
Cc1cc(C)cc(OCC(=O)Nc2ccc(Cl)cc2C(=O)c2ccccc2)c1 | -6%
CCC(=O)N1CCc2cc(Br)cc(S(=O)(=O)N3CCCC(C(=O)N(C)c4ccc(Br)cc4)C3)c21 (stereo unspecified) | -5%

A portion taken from the entries so far, as a working copy:
SMILES | Tb PYK inh
Cc1cc(C)cc(NC(=O)CCCn2c(=O)c3cccn3c3ccccc32)c1 | -3%
CCOc1ccccc1NC(=O)CC(c1ccc(F)cc1)N1Cc2ccccc2C1=O (stereo unspecified) | -2%
O=C1c2[nH]nc(-c3ccccc3O)c2C(c2cccc(O)c2)N1Cc1ccncc1 (stereo unspecified) | 1%
COc1cc(NC(=O)CSc2nc3[nH]ncc3c(=O)n2-c2ccccc2)cc(OC)c1OC | 6%
Cc1ccc2c(c1)sc1nc(-c3cc4ccccc4oc3=O)cn12 | -7%
COc1cccc(-n2c(SCc3ccc(F)cc3)nc3c([nH]c4ccccc43)c2=O)c1 | 5%

New compounds follow.
SMILES | Tb PYK inh
CN(C)CCN1CCN(C2CN(Cc3ccc([N+](=O)[O-])cc3)S(=O)(=O)C2)CC1 (stereo unspecified) | 1%
CCOC(=O)c1sc2ccccc2c1S(=O)(=O)NCc1ccccc1OC | -14%
O=C(CSc1nc(-c2ccc(F)cc2)cc(C(F)(F)F)n1)NCCc1ccccc1 | 1%
Cn1nnc2c(NCc3ccccc3)ncnc21 | -7%
COc1ccc(NC(=O)c2cc(C3CCCCN3S(=O)(=O)Cc3ccccc3)on2)cn1 (stereo unspecified) | -8%
Cc1ccc(C)c(N2CCN(CCCNC(=O)c3cnn(-c4ccccc4)c3C3CCN(C(=O)OC(C)(C)C)CC3)CC2)c1 | -5%[15.4 µM]
COc1cccc(C2=Cc3ccc(F)cc3C(CC(C)=O)N2c2ccc(-c3cncnc3)cc2)c1 (stereo unspecified) | 3%
C[C@H]1CN([C@@H](C)CO)C(=O)CCCn2nncc2CO[C@@H]1CN(C)S(=O)(=O)c1cccc(F)c1 | -1%
O=C(CSc1n[nH]c(-c2ccccc2Cl)n1)NCc1ccc(F)cc1 | -14%
COc1ccc(-c2nnc(SCC(=O)Nc3cccc(C(F)(F)F)c3)s2)cc1 | -8%
Cc1cc(C)cc(Cn2cc(CN3CC(N4CCN(CCO)CC4)CS3(=O)=O)nn2)c1 (stereo unspecified) | 4%
Cc1cccnc1C(NC(=O)C1CCN(Cc2ccc(Oc3ccccc3)cc2)CC1)c1ccc(F)cc1 (stereo unspecified) | 5%
CCc1ccc2nc(N3CCC(C(=O)O)CC3)sc2c1 | 1%
Cc1ccnc(NC(=O)CCNC(=O)c2ccc(Br)cc2)c1 | -5%
COc1ccccc1CNC(=O)COc1cc(=O)n(C)c2ccccc12 | -2%
COc1cc(NC(=O)Cn2cnc3c2c(=O)n(C)c(=O)n3C)c(OC)cc1Cl | -1%

An excerpt, so the mix of outcomes need not match the whole.
